HP1b binding inh – blocks HP1-beta chromodomain binding to methylated histone tails; AID 540317; AlphaScreen HP1-beta / biotin-H3K9me3 peptide binding; P83916; actives 0.56% (n = 390,000); Potency, µM (top dose mostly 114 µM), for the others: at the top dose activity change, negative = inhibition, hits mostly inhibitors; also: nearly all actives have a fitted effect of over 70% in size; inactives centre near 23
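HP1-beta protein (50 nM final) preincubated 30 min at room temperature with biotinylated H3(1-18)K9me3 peptide (50 nM) in PBS pH 7.4, 0.01% Tween-20, then compound added for 30 min. AlphaScreen streptavidin donor/nickel chelate acceptor beads (10 ug/mL final), 30 min dark, luminescence read.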
Tb PGK inh – blocks T. brucei phosphoglycerate kinase; Potency, µM (series often up to 57.5 µM), for inactives: at the top dose activity change, negative = inhibition, actives largely listed as inhibitors; PGK/GAPDH coupled, Kinase-Glo luminescence, 60 min; actives 0.043% (n = 380,000); P07378; AID 602233; also: % is scaled to controls: 0 for no effect and ±100 for the full control effect; nearly all actives have a fitted effect of over 60% in size
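Luminescent ATP detection (Kinase-Glo Plus) follows a 60-minute room-temperature incubation, with wells lacking PGK as controls. Buffer: 100 mM TEA (pH 7.6), 5 mM MgCl2, 0.01% Tween-20. Coupling enzyme GAPDH (100 nM final) supplies unstable 1,3-BPG in-well.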
GLS inh – inhibitors of human glutaminase (GLS); O94925; GLS enzymatic activity, qHTS titration; Potency, µM (highest dose often 45.5 µM), for the others: top-dose activity change, negative = inhibition, hits mostly inhibitors; actives 0.21% (n = 410,000); also: % is scaled to controls: 0 for no effect and ±100 for the full control effect
Target sequence (O94925 whole entry, looked up): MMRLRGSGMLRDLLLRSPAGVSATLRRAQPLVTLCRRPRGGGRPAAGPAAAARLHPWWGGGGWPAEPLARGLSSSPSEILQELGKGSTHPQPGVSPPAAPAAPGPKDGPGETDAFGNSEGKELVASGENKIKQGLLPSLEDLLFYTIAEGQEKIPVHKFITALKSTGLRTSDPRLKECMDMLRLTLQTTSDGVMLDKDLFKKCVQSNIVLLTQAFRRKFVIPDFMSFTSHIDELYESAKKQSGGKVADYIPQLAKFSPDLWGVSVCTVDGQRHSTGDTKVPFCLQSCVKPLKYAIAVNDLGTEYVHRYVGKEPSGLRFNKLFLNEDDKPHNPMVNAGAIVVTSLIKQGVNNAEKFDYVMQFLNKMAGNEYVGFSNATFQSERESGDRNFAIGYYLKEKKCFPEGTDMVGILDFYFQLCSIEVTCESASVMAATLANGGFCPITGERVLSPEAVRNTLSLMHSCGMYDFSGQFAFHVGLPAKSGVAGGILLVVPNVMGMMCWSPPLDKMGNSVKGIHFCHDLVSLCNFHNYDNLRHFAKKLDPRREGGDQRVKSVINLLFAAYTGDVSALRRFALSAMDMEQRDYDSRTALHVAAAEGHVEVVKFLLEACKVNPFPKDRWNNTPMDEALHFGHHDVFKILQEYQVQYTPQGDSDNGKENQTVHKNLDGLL
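Human kidney-isoform GLS in 45 mM KH2PO4 pH 8.2, 0.02% Tween-20, with compound, started with 1mM L-Glutamine (added stock). Glutamate oxidase/HRP/Amplex red coupled fluorescence read at start and after 30 min at RT.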
Pin1 inhibitor – human Pin1 inhibition | Q13526 | Pin1 FP peptide displacement, HiFluor488, 10 min | Potency, µM (doses to about 115 µM), for the others: top-dose activity, negative = inhibition, most hits filed as inhibitors | actives 0.009% (n = 390,000); active = well fitted inhibition curve with a large enough effect in the polarisation, with a control signal flat, not every such curve was filed as active; inconclusive = small, poorly fitted or top-dose-only effect, or effect the other way, or a change in a side signal; inactive = no such curve, though single readings can be large or run the other way; the % refers to the polarisation; also: % is scaled to controls: 0 for no effect and ±100 for the full control effect
Target sequence (Q13526 whole entry, looked up): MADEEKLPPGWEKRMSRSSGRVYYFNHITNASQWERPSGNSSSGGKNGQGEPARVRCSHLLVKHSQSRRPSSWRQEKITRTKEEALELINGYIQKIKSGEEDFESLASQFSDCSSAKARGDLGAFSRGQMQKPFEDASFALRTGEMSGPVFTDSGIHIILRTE
ERG Ets-DNA blk – inhibitors of human ERG Ets domain-DNA interaction; P11308; fluorescence polarization, His-ERG Ets domain / labelled DNA; Potency, µM (series often up to 76.9 µM), for the others: at the highest dose FP activity, negative = inhibition, actives largely listed as inhibitors; actives 0.028% (n = 370,000); active = well fitted inhibition curve with a large enough effect in the polarisation, with a control signal flat; inconclusive = small, poorly fitted or top-dose-only effect, or effect the other way, or a change in a side signal; inactive = no such curve, though single readings can be large or run the other way; the % refers to the polarisation;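 also: polarization taken with two DNA probes labelled with fluorescein and Texas red; % of control where 0% means no effect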
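His-tagged ERG Ets domain (1 uM in the protein solution; 300mM KCl, 50mM Tris-HCl, 1mM EDTA, 1mM DTT, pH 7.5) received compound, then a probe mix of 5 nM fluorescein-DNA and 100nM Texas-615-DNA. Fluorescence polarization was read for both dyes.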
RGS4 inhibitor – inhibitors of human regulator of G protein signaling 4 | P49798 | Potency, µM (series often up to 114 µM), without a hit: top-dose activity change, negative = inhibition, usual class: inhibitors | AID 504845 | Transcreener GDP fluorescence polarization, RGS4-accelerated GTP hydrolysis | actives 0.039% (n = 390,000); also: % is scaled to controls: 0 for no effect and ±100 for the full control effect; nearly all actives have a fitted effect of over 75% in size; some results filed as inactive show a strong effect at the top dose
Target sequence (P49798 whole entry, looked up): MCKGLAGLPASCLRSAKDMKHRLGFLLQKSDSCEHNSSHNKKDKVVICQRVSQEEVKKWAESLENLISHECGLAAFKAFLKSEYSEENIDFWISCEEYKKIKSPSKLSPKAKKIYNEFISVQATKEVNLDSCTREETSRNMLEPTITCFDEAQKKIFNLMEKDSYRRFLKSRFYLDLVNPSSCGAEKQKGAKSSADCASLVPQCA
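MLSMR compounds (23 nl, pin-transferred) preincubated 10 min at room temperature with a 500nM (2x) first reagent, then RGS4 at 900nM (2x) plus Transcreener GDP mix added; fluorescence polarization (620/688 nm) read before and after 90 min at 30 °C.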
ALOX12 inh – inhibitors of human 12S-lipoxygenase ALOX12. purified 12hLO, xylenol orange hydroperoxide absorbance. AID 1671190. P18054. Potency, µM (series often up to 108 µM), for inactives: at the top dose activity change, negative = inhibition, hits mostly inhibitors. actives 1.1% (n = 580,000); also: % is scaled to controls: 0 for no effect and ±100 for the full control effect
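Purified human 12hLO at 150 nM in 25 mM Hepes, 0.01% Triton X-100, pH 7.0, preincubated 15 min at room temperature with compound. Reaction started with 40 uM arachidonic acid, 30 min at room temperature. Hydroperoxide measured by Fe-xylenol orange, 573/405 nm absorbance ratio.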
TrxR1 inh – blocks rat thioredoxin reductase 1 | recombinant rTrxR1, NADPH fluorescence consumption, selenite substrate | O89049 | actives 1% (n = 390,000) | AID 588453 | Potency, µM (highest dose often 114 µM), inactives show at the top dose activity change, negative = inhibition, usual class: inhibitors; also: % is scaled to controls: 0 for no effect and ±100 for the full control effect; nearly all actives have a fitted effect of over 65% in size
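Rat TrxR1 (90 nM in the dispensed reagent) was pre-reduced with 400 uM NADPH for 5 min at room temperature, then incubated with compound for 15 min. After 400 uM selenite was added, NADPH fluorescence (Ex 340/Em 450 nm) was followed for 8 min.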
JMJD2A Tudor – blocks the human JMJD2A Tudor domain | Potency, µM (series often up to 114 µM), for the others: top-dose activity change, negative = inhibition, hits mostly inhibitors | O75164 | AID 504339 | actives 4.4% (n = 390,000) | AlphaScreen JMJD2A-Tudor / H3K4me3 peptide binding; also: % is scaled to controls: 0 for no effect and ±100 for the full control effect; nearly all actives have a fitted effect of over 50% in size
The depositor's hits bear a star; i = inactive; ? = inconclusive; nt = no result given; [ ] = dose if it differs, or a comment. Unless noted, calls follow the shape of the dose curve; as a rule, active = well fitted curve in the direction sought with a large enough effect; inconclusive = small, poorly fitted or top-dose-only effect, or another doubt; inactive = no such curve, though single readings can be large; an effect the other way counts as inactive or inconclusive. Potency is read from the fitted curve at half-maximal effect. These rows are one share of the data; rates above refer to the full screens.

SMILES	HP1b binding inh	Tb PGK inh	GLS inh	Pin1 inhibitor	ERG Ets-DNA blk	RGS4 inhibitor	ALOX12 inh	TrxR1 inh	JMJD2A Tudor
COc1ccc(N2CC(NC(=O)NC(C)(C)C)CC2=O)cc1 (stereo unspecified)	14%	-8%	-1%	0%	3%	12%	-23%	-10%	-9%
CCCC(C(=O)O)N1C(=O)/C(=C/c2cccn2C)SC1=S (stereo unspecified)	-11%	-8%	20%	?	10%	-32%	?	?	?
O=C(NCc1ccccc1)c1cccc(NS(=O)(=O)c2cccc3cccnc23)c1	15%	-8%	9%	7%	-14%	-18%	1%	-8%	9%
O=C(CN1C(=O)C2CCCCC2C1=O)N1CCN(c2ncccn2)CC1 (stereo unspecified)	7%	6%	1%	-1%	-9%	-9%	-17%	2%	-8%
O=C(CN(Cc1ccccc1)S(=O)(=O)c1ccc(F)cc1)NCCC1=CCCCC1	45%[activator]	-6%	7%	4%	0%	-22%	-7%	1%	-3%
COc1ccc(C(OC(=O)c2ccco2)C(=O)NCC2CCCO2)cc1 (stereo unspecified)	22%	-7%	0%	-1%	4%	-9%	0%	23%[57.1 µM]	-5%
O=C(CSc1nc2ccccc2n1CC(=O)Nc1ccc(F)cc1F)Nc1ccc(F)cc1	25%	-1%	5%	5%	-2%	-24%	?	16%[57.1 µM]	11%
CCOc1ccc(NC(=S)N(CCOC)C(C)c2cccnc2)cc1 (stereo unspecified)	9%	-5%	-4%	-7%	-15%	8%	13%	19%	-9%
COc1ccccc1NC(=O)c1ccc(NC(=O)c2ccc(=O)[nH]c2)cc1	61%[activator]	-7%	6%	0%	4%	-28%	-1%	2%	-7%
Cc1onc(-c2ccccc2)c1C(=O)Nc1ccc2c(c1)OCCO2	24%	-7%	-26%	-1%	nt	0%	-7%	5%	-14%
COC(=O)NCc1ccc(CNC(=O)OC)cc1	19%	14%	11%	3%	1%	17%	0%	7%	-10%
NS(=O)(=O)c1ccc(N/C=C\C(=O)c2cccc3ccccc23)cc1	0%	-6%	0%	-4%	-4%	-37%	-29%	-26%	-33%
CCc1ccc(C(=O)Nc2ccc3nc(C)ccc3c2)cc1	31%	-4%	-22%	4%	11%	-28%	41%[activator]	8%	-16%
O=C(Nc1ccc(-c2csnn2)cc1)C(Cl)(Cl)Cl	30%	-2%	-1%	24%	-2%	-6%	418%[activator]	24%	-11%
CCOc1ccc2c(c1)c(=O)c(S(=O)(=O)c1ccc(Cl)cc1)cn2Cc1ccccc1C	7%	-1%	-8%	0%	-1%	30%	-9%	22%	-29%
Cc1ccc(NC(=O)C2CCN(C(=O)OC(C)(C)C)CC2)cc1S(=O)(=O)N1CCCCC1	47%[activator]	-8%	-2%	0%	16%	12%	?	3%	-17%
CSc1ccccc1C(=O)NC1CCCC1	10%	-5%	2%	?	14%	24%	18%	18%	-4%
Cc1cc(Cl)ccc1OCC(=O)N/N=C/c1ccncc1	51%[activator]	i	-5%	0%	-8%	?	0%	20%	-5%
CCN(CC)S(=O)(=O)c1ccc(Cl)c(NC(=O)COC(=O)c2ccc(O)cc2)c1	15%	-7%	-5%	3%	-8%	-6%	-5%	22%[57.1 µM]	-18%
O=C(c1cc([N+](=O)[O-])ccc1N1CCOCC1)N1CCN(c2ccc([N+](=O)[O-])cc2)CC1	8%	i	-4%	13%	-5%	-38%	-13%	-10%	-26%
Cc1ccc(Cn2nnc3c(=O)[nH]c(C4CCN(S(=O)(=O)c5ccc(F)cc5)CC4)nc32)cc1	18%	7%	-2%	1%	2%	29%	-16%	7%	-23%
O=C(CNC(=O)c1ccccc1F)NCCc1ccc(Cl)cc1Cl	1%	-4%	8%	0%	-2%	-4%	-4%	5%[57.1 µM]	-16%
CCOC(=O)[C@H]1[C@H]2COc3cc(OC)ccc3[C@@H]2N2C(=O)CN(Cc3ccc(Cl)cc3)C(=O)[C@@]12C	36%	8%	5%	-8%	-8%	12%	8%	10%[57.1 µM]	-19%
COc1cc(C(=O)N2CC(=O)Nc3ccc(C)cc3C2c2ccc(F)cc2)cc(OC)c1OC (stereo unspecified)	56%[activator]	i	2%	3%	-2%	-34%	?	-18%	0%
O=C(NC1CCCCCC1)C(=O)NC1CC1	46%[activator]	-10%	-2%	-8%	1%	5%	7%	18%	-2%
CCCCCNC(=O)Cc1ccc(OC)cc1	54%[activator]	-3%	-12%	-2%	1%	-2%[11.4 µM]	362%[activator]	12%[57.1 µM]	-18%[11.4 µM]
CCc1nnc2n1N=C(c1ccc([N+](=O)[O-])cc1)CS2	37%	-10%	5%	-2%	8%	-14%	25%	2%[57.1 µM]	-5%
O=C(CN1CCOCC1)Nc1cccc(C(F)(F)F)c1	35%	i	-3%	-18%	11%	-13%	-3%	10%	-2%
CC1CCC(C(C)C)C(OC(=O)COC(=O)c2ccc(=O)[nH]c2)C1 (stereo unspecified)	17%	6%	4%	-15%	3%	17%	-5%	-4%	-14%
CC(C)n1c(=S)[nH]c2c1c(=O)[nH]c(=O)n2C	10µM*	i	?	4%	-3%	?	5µM*	?	2µM*
COc1ccc(C2=NS(=O)(=O)N(C)C(C(=O)NCc3ccc4c(c3)OCO4)=C2)cc1OC	14%	-5%	-9%	22%	-9%	-19%	3%	11%[57.1 µM]	-20%
CC(C)CNS(=O)(=O)c1ccc(C(=O)Nc2ccc3c(c2)OCO3)cc1	6%	-4%	-17%	7%	-5%	-11%	14%	-2%[57.1 µM]	1%
COc1cc(OC)c(NC(=O)c2cnn(-c3cccc(Cl)c3C)c2C2CCN(C(=O)OC(C)(C)C)CC2)cc1Cl	28%	i	9%	2%	1%	17%	-17%	-5%	-14%
CCN1/C(=C2\C(=O)N(C)C(=S)N2c2ccccc2)C=Cc2ccccc21	?	?	?	?	2%	-9%	-28%	-9%	-29%
CN(C)c1ccc(C(CNS(=O)(=O)c2ccc(Cl)cc2)N2CCCC2)cc1 (stereo unspecified)	?	i	18%	-10%	-9%	23%	?	7%[57.1 µM]	50µM*
CC(/C=C/c1cccc([N+](=O)[O-])c1)=N\NC(=O)c1ccncc1	15%	4%	6%	-3%	-4%	-13%	-2%	-13%	1%
Clc1nc(-c2ccccc2)ncc1Oc1ccccc1	312%[activator]	-8%	-5%	5%	-4%	-1%	8%	13%	165%[activator]
O=C(Cc1ccc(S(=O)(=O)N2CCOCC2)s1)Nc1ccccc1N1CCCC1	7%	6%	3%	-16%	-4%	-9%	-1%	11µM*	-23%
COc1ccc(CCNC(=O)CCc2nnc(Cc3ccc4c(c3)OCO4)o2)c(OC)c1	9%	0%	7%	-4%	-1%	23%	-10%	9%	-9%
O=c1ccc(-c2ccc(S(=O)(=O)NCC3CCN(Cc4ccccc4F)CC3)s2)n[nH]1	-7%	-10%	0%	1%	3%	6%[56.9 µM]	-21%	8%[57.1 µM]	?
Cc1ccccc1Cc1c(C)nc2nc(SCC(=O)NCc3ccco3)nn2c1C	1%	i	9%	4%	6%	-5%	-15%	2%[57.1 µM]	-20%
CCOC(=O)CNC(=O)CSc1nnc(-c2ccco2)n1Cc1ccco1	28%	0%	-10%	34%[activator]	-15%	-8%	-20%	?	28µM*
COC(=O)c1ccccc1Sc1c(/C=N/OC(=O)c2ccccc2)c(C(F)(F)F)nn1C	7%	-7%	7%	11%	-10%	-1%	491%[activator]	1%	-14%

Structures listed so far that have fluorine:
SMILES	HP1b binding inh	Tb PGK inh	GLS inh	Pin1 inhibitor	ERG Ets-DNA blk	RGS4 inhibitor	ALOX12 inh	TrxR1 inh	JMJD2A Tudor
O=C(CN(Cc1ccccc1)S(=O)(=O)c1ccc(F)cc1)NCCC1=CCCCC1	45%[activator]	-6%	7%	4%	0%	-22%	-7%	1%	-3%
O=C(CSc1nc2ccccc2n1CC(=O)Nc1ccc(F)cc1F)Nc1ccc(F)cc1	25%	-1%	5%	5%	-2%	-24%	?	16%[57.1 µM]	11%
Cc1ccc(Cn2nnc3c(=O)[nH]c(C4CCN(S(=O)(=O)c5ccc(F)cc5)CC4)nc32)cc1	18%	7%	-2%	1%	2%	29%	-16%	7%	-23%
O=C(CNC(=O)c1ccccc1F)NCCc1ccc(Cl)cc1Cl	1%	-4%	8%	0%	-2%	-4%	-4%	5%[57.1 µM]	-16%
COc1cc(C(=O)N2CC(=O)Nc3ccc(C)cc3C2c2ccc(F)cc2)cc(OC)c1OC (stereo unspecified)	56%[activator]	i	2%	3%	-2%	-34%	?	-18%	0%
O=C(CN1CCOCC1)Nc1cccc(C(F)(F)F)c1	35%	i	-3%	-18%	11%	-13%	-3%	10%	-2%
O=c1ccc(-c2ccc(S(=O)(=O)NCC3CCN(Cc4ccccc4F)CC3)s2)n[nH]1	-7%	-10%	0%	1%	3%	6%[56.9 µM]	-21%	8%[57.1 µM]	?
COC(=O)c1ccccc1Sc1c(/C=N/OC(=O)c2ccccc2)c(C(F)(F)F)nn1C	7%	-7%	7%	11%	-10%	-1%	491%[activator]	1%	-14%
